# Compound activity (PubChem)
# Tb MetRS inh: Trypanosoma brucei MetRS inhibition. purified T. brucei MetRS, ATP depletion, Kinase-Glo luminescence. inhibition, % at 11.9 µM. 360,000 compounds, 0.4% hits. AID 624268;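 active means inhibition above a per-plate cutoff of the control wells' mean inhibition plus 3 SD, cut at about 5.5% in these data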;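 further: 0% = DMSO wells median and 100% = median of wells with control inhibitor compound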
#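 technique = Kinase-Glo luminescence, ATP depletion format | system = purified MetRS (methionyl-tRNA synthetase) enzyme from Trypanosoma brucei | timing = 15 min preincubation, 2 h reaction, all 25 °C | evaluation = percent inhibition versus plate control medians | dosing = single dose, 11.9 µM final nominal, 0.9% final DMSO | also added = substrates ATP, L-methionine and bulk Escherichia coli tRNA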
# NadD block: inhibitors of Staphylococcus aureus NadD; purified NadD enzyme, colorimetric absorbance read-out; inhibition, % at 20 µM; 360,000 compounds, 0.78% hits; AID 602399; in the data active means inhibition above about 26%; further: some compounds past the cut are filed as inactive
# Scp1 inh: blocks human Scp-1 phosphatase activity; Q9GZU7; Recombinant Scp1, phosphopeptide, malachite green phosphate absorbance; inhibition, % at 20 µM; 340,000 compounds, 0.88% hits;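 active means inhibition above about 50% at 20 µM, limit read from the data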;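 further: plate controls were DMSO wells with enzyme for no effect and wells lacking enzyme for full effect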
# Target sequence (Q9GZU7 76-261 limits assumed): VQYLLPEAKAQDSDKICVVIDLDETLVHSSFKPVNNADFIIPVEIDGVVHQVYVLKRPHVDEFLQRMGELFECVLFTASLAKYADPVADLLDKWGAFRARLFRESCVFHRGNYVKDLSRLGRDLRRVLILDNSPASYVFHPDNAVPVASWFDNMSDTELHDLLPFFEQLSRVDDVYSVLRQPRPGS
#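 Material – SCP-1 phosphatase catalytic domain, residues 76-261 · Buffer or medium – Acidic Tris acetate buffer with magnesium and detergent · Also added – Phospho 17-mer peptide substrate · Compound – single 20 µM dose, 1% DMSO · Times – 45 min room-temperature reaction, 5 min colour, 30 min stabiliser · Technique – Phosphate-binding colour reagent, absorbance read at 630 nm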
# PABP1 MLLE inh: inhibitors of microRNA-mediated deadenylation, human PABP1 MLLE binding | inhibition, % at 20 µM | GST-MLLE / FITC-PAM2 fluorescence polarization | P11940 | 360,000 compounds, 0.36% hits | AID 588489; in the data active means inhibition above about 35%, passing the limit was not always enough;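 further: plate controls were DMSO wells with GST-MLLE for no effect and wells lacking GST-MLLE protein for full effect; some results filed as inactive read as strong as hits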
# SUMO1 PPI mod: SUMO1-SIM interaction modulation; inhibition, % at 20 µM; AID 602429; P63165; 360,000 compounds, 0.33% hits; SUMO1 binding to a labelled peptide, TR-FRET, 1 h; in the data active means inhibition above about 37%
# LMPTP inh: blocks human LMPTP phosphatase; recombinant LMPTP-A, OMFP fluorogenic substrate, fluorescence intensity; AID 651560; P24666; inhibition, % at 20 µM; 360,000 compounds, 0.22% hits;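 active means compounds that cut the enzyme signal by at least half of the control window in the single-dose screen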;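 further: plate controls were DMSO wells with enzyme plus substrate for no effect and substrate without enzyme for full effect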
# Target sequence (P24666 whole entry, looked up): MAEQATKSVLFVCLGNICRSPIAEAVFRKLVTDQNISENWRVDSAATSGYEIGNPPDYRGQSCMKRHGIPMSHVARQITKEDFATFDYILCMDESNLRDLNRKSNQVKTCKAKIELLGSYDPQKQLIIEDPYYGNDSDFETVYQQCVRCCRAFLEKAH
#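 Test system: LMPTP-A, protein tyrosine phosphatase of low molecular weight; Input: 0.625 nM enzyme; Incubation: 50 min dark incubation at room temperature; Signal: endpoint fluorescence intensity from OMFP dephosphorylation; Read-out basis: % inhibition versus control wells.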
# CSN inh: CSN deneddylation inhibition | Q92905 | Purified CSN, SCF-Nedd8-OG deneddylation, fluorescence polarization | inhibition, % at 12.5 µM | 360,000 compounds, 0.38% hits | AID 651999;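 active means pattern-corrected inhibition above about 35%, with an unprinted fluorescence ratio check between 0.5 and 1.5, limit read from the data, passing the limit was not always enough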;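 further: 0% = enzyme with substrate and 100% = substrate without enzyme; some results filed as inactive read as strong as hits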
# Target sequence (Q92905 whole entry, looked up, one chain of several): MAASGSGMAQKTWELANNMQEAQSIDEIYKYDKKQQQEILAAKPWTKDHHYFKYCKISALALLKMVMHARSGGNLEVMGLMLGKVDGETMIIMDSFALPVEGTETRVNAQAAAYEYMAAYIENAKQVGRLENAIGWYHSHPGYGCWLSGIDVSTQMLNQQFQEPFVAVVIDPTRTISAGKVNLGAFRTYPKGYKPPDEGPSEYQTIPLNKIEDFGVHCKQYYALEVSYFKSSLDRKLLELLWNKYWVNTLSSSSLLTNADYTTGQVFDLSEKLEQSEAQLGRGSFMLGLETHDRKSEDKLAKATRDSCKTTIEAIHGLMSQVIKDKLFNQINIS
#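 Schedule: reaction 90 min, room temperature / Assay system: HEK293T-derived human Csn5 enzyme / Input: Csn5 at 0.24 nM final / Measure: inhibition of Csn5 cleavage, % / Control set: substrate-only high control, full reaction low control / Technique: fluorescence polarization of the substrate / Buffer or medium: Tris/NaCl/DTT buffer, pH 7.5 / Reagent: SCFSkp2-Nedd8OG substrate at 10 nM final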
# Rpn11 block: inhibitors of human proteasome Rpn11; O00487; human 26S proteasome, Ub4-pepOG fluorescence polarization; 20S core pre-blocked with epoxomicin; calls only at 20 µM; 360,000 compounds, 0.59% hits; AID 588493;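 active means inhibition at 20 µM, scaled to each plate's controls, above about 33%, limit read from the data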
# Target sequence (O00487 whole entry, looked up): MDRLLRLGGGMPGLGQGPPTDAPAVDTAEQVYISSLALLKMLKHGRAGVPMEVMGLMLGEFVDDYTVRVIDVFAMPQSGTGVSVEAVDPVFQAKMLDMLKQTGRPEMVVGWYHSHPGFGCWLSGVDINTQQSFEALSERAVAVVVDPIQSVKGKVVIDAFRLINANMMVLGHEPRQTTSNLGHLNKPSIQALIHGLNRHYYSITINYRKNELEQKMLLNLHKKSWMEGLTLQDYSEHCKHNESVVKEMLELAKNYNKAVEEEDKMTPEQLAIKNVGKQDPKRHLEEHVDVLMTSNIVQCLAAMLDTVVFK
# DNMT1 block: blocks human DNA methyltransferase DNMT1. 360,000 compounds, 0.83% hits. inhibition (reported as % activation of signal), % at 10 µM. P26358. AID 588458. DNMT1 molecular beacon, Hinp1I cleavage, fluorescence; in the data active means inhibition above about 50%
# STEP inh: STEP (human) phosphatase inhibition; P54829; recombinant STEP, OMFP fluorogenic substrate, fluorescence; inhibition, % at 20 µM; 360,000 compounds, 0.25% hits; AID 588621;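 active means inhibition at 20 µM, scaled per plate between control wells, above about 37%, limit read from the data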;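 further: 0% = DMSO with enzyme and substrate and 100% = substrate only without enzyme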
#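 System: STEP phosphatase, cell-free reaction; Buffer or medium: Bis-Tris pH 6.0 buffer with DTT, detergent; Incubation: 20 min at room temperature, dark; Measured by: fluorescence, 480/540 nm.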
# Numbers without * were called inactive; i = inactive; · = not tested or not shown; + = active, no number; & = joins results of further samples; ! = repeats disagree.
Molecule	Tb MetRS inh	NadD block	Scp1 inh	PABP1 MLLE inh	SUMO1 PPI mod	LMPTP inh	CSN inh	Rpn11 block	DNMT1 block	STEP inh
CCNC(=O)C1(C)CCCN(C(=O)/C=C/c2ccccc2)C1 (centres undefined)	-0.2	9	·	-6	-8	4.2	0	i	2	2
Fc1ccc(/C=N/c2c(-c3ccc(F)cc3)nc3n2CCS3)cc1	-1.0	0	2	6	-3	0.2	1	i	-6	0
COCC1CCN(Cc2nc(-c3cccs3)no2)C1 (centres undefined)	-1.7	-1	-4	-14	0	2.4	-7	i	-1	0
Cc1ccccc1NC(=S)NNC(=O)c1csc2c1CCC(C)C2 (centres undefined)	-0.8	2	-3	30	3	0.7	1	i	0	-3
COc1ccc(CCn2c(=O)[nH]c3cc(C(=O)N4CCN(c5ccccn5)CC4)ccc3c2=O)cc1OC	-1.2	-2	-5	7	5	-0.2	2	i	2	1
CCc1ccc(N2C(=O)C3NN=C(C(=O)OCc4ccccc4)C3C2=O)cc1 (centres undefined)	-0.7	-6	8	5	-5	-0.5	-3	i	0	-2
Cn1c(=O)c2c(nc(Cl)n2CCOc2ccccc2)n(C)c1=O	-0.1	-4	-2	8	2	1.3	-2	i	0	1
COc1ccc(S(=O)(=O)N2CCN(CC(=O)Nc3ccc(F)c(F)c3)CC2)cc1	-0.5	-10	4	2	3	-3.1	-5	i	49	-2
CCCCCSc1nc(C)c(CC(=O)O)c(=O)[nH]1	-0.2	-7	-10	-1	0	-1.2	4	i	1	2
C1CN(c2nc3nonc3n3nnnc23)CCO1	-0.9	1	0	-17	-23	-2.0	3	i	3	-4
Cc1cc(C)cc(OCc2nnc(N)s2)c1	-1.6	-4	-3	7	4	-0.3	4	i	3	-1
O=S1(=O)CCN(C2CCCC2)CC1	-0.2	-6	·	-11	0	-1.4	0	i	3	1
CC(NC(=O)CN(C)S(=O)(=O)c1cccc2nsnc12)c1ccccc1 (centres undefined)	0.1	-3	-9	-1	-34	-2.0	0	i	2	-2
CC(C)(C)N1C(=O)c2ccccc2NC(=O)C1C(=O)Nc1ccc(N2CCOCC2)cc1 (centres undefined)	-0.5	·	·	·	2	-1.0	1	·	·	·
Cc1ccc(C(=O)NCCCn2ccnc2)cn1	-1.0	2	-6	3	0	-7.7	-5	i	2	-2
Cc1cccc(OCc2nnc(SCC(=O)O)n2Cc2ccccc2)c1	-0.6	-4	-2	-25	1	-1.1	-4	i	2	-6
C/C(=N\NC(=O)CC#N)C1COc2ccccc2O1 (centres undefined)	0.0	-1	-5	8	0	-1.0	-9	i	-1	1
Cc1ccc(C)c(NS(=O)(=O)c2cc(C(=O)NCc3ccco3)ccc2C)c1	-0.4	-6	-8	6	2	0.6	1	i	-7	0
O=C(O)C1CCN(C(=O)c2ccco2)CC1	-2.2	-1	5	-3	2	-0.9	-8	i	3	1
OC(CNCC(c1ccco1)N1CCCCC1)c1ccccc1 (centres undefined)	-1.0	-4	-4	13	1	-1.8	-2	i	4	-1
COCC1CCN(C(=O)C2CCC(=O)N(Cc3ccc(Cl)cc3)C2)CC1 (centres undefined)	0.0	-2	-8	-2	1	-0.2	3	i	1	2
O=C(c1ccco1)N1CCN(c2ccccc2F)CC1	0.3	-1	-13	5	-1	-1.7	-9	i	0	4
CN(C)CCCNC(=O)C[C@H]1C[C@H](C(=O)N2CCOCC2)[C@@]2(CCC3CCCC3)c3[nH]c4cc(CCC(=O)N(C)C)ccc4c3CCN2C1=O	0.3	-7	1	-3	-8	-7.3	-4	i	3	-1
Cc1ccc(C)c(C(=O)CN2C(=O)NC3(CCCCCCC3)C2=O)c1	-0.4	-5	-4	7	-2	0.1	4	i	-1	-2
COc1cc2[nH]c(=S)nc(NCCC(C)C)c2cc1OC	1.2	-4	-6	-82	17	1.8	2	i	7	3
CN(C)S(=O)(=O)c1cccc(N=C2SCCN2Cc2ccccc2)c1	0.4	-5	-6	4	1	2.2	-1	i	-3	13
COc1ccccc1CN1CCNC(=O)C1CC(=O)NCCCN1CCOCC1 (centres undefined)	-0.1	0	·	16	1	-4.5	3	i	-7	-2
O=C(c1ccc(S(=O)(=O)N2CCCCC2)cc1)N1CCCC(C(F)(F)F)C1 (centres undefined)	-0.3	3	-8	6	-3	-0.6	6	i	35	1
Cn1c(=O)c2c(nc(CN3CCN(Cc4ccccc4)CC3)n2Cc2ccc(F)cc2)n(C)c1=O	0.4	6	-6	11	3	-1.3	1	i	-4	2
CSc1ncccc1C(=O)OCC(=O)NC1CCCc2ccccc21 (centres undefined)	0.2	-1	-8	-24	1	-0.2	-5	i	-3	0

# Sorted by heavy-atom count (descending): three of the compounds above
Molecule	Tb MetRS inh	NadD block	Scp1 inh	PABP1 MLLE inh	SUMO1 PPI mod	LMPTP inh	CSN inh	Rpn11 block	DNMT1 block	STEP inh
CN(C)CCCNC(=O)C[C@H]1C[C@H](C(=O)N2CCOCC2)[C@@]2(CCC3CCCC3)c3[nH]c4cc(CCC(=O)N(C)C)ccc4c3CCN2C1=O	0.3	-7	1	-3	-8	-7.3	-4	i	3	-1
C/C(=N\NC(=O)CC#N)C1COc2ccccc2O1 (centres undefined)	0.0	-1	-5	8	0	-1.0	-9	i	-1	1
O=C(O)C1CCN(C(=O)c2ccco2)CC1	-2.2	-1	5	-3	2	-0.9	-8	i	3	1

# Other compounds.
Molecule	Tb MetRS inh	NadD block	Scp1 inh	PABP1 MLLE inh	SUMO1 PPI mod	LMPTP inh	CSN inh	Rpn11 block	DNMT1 block	STEP inh
O=C(Cn1[nH]c(=O)c2ccccc2c1=O)OCC(=O)c1ccc(F)cc1	-0.5	-2	-3	-4	0	0.0	-2	i	1	0
Cc1ccccc1C(=O)Nc1sc(C)c(C)c1C(=O)c1ccccc1	0.1	2	-9	32	0	3.8	0	i	-4	6
Cc1c(C(=O)C(=O)NCC2CCCO2)c2ccccc2n1C (centres undefined)	-0.4	-3	-3	8	-2	-1.3	3	i	0	-1
CCc1ccccc1NC(=O)c1ccc(CN2CCC(Cc3ccccc3)CC2)cc1	-0.3	4	15	-2	1	0.2	-2	i	-3	4
C=CCNC(=S)N1CCN(Cc2ccccc2)CC1	0.5	-7	-5	-120	3	-1.7	-3	i	3	2
Cc1sc(NC(=O)Cc2ccc3c(c2)OCO3)nc1-c1ccc2c(c1)CCN2C(=O)c1ccc(F)cc1	-0.6	35*	7	32	-3	4.1	-1	i	-4	0
COc1cc(O)c(CC=C(C)C)c(O)c1C(=O)CCc1ccc(O)cc1	-0.2	-3	1	-11	8	3.6	0	i	-40	-5
COc1ccc(S(=O)(=O)Nc2cccc(-c3ccc4nncn4n3)c2)cc1	0.0	2	0	4	-19	1.0	-11	i	1	0
CC(C)CC(NC(=O)C(NC(=O)C1OC2OC(C)(C)OC2C2OC(C)(C)OC12)C(C)C)C(=O)O (centres undefined)	-0.1	-3	-9	-7	0	0.6	1	i	-1	6
Cn1c(NNC(=O)c2c(F)cccc2F)cc(=O)n(C)c1=O	0.5	-4	0	-26	-11	-0.2	0	i	-11	-5
C[C@@H]1CCCCO[C@@H](CN(C)C(=O)CCC(F)(F)F)[C@@H](C)CN([C@H](C)CO)C(=O)c2cc(N(C)C)ccc2O1	-0.6	1	·	-16	1	-0.9	4	i	-1	-2
Cc1ccc(N2C(=O)N(CC(=O)NC(N)=O)C(=O)C2C)cc1 (centres undefined)	-1.0	-3	-2	15	-1	-0.4	3	i	0	0
CNC(=O)/C(C#N)=C/c1c(N2CCCCCC2)nc2ccccn2c1=O	0.2	-4	-10	-19	-28	-1.6	8	i	-1	2
O=C(NCc1ccccn1)c1ccc(OC2CCN(Cc3ccccc3O)CC2)cc1	-0.6	-10	-3	11	-2	1.2	5	i	0	1
COc1ccc(-n2c(C)cc(C=O)c2C)cc1Cl	-0.6	-7	-13	-7	0	0.5	4	i	3	-1
Cc1ccc(OCC(=O)N(C)CCc2ccccn2)cc1	-0.3	-5	-8	16	-4	-0.7	-1	i	0	-1
Fc1ccc(CNC(=S)NCc2cccc(Cl)c2)cc1	1.0	-4	-2	-84	-6	0.5	5	i	7	-1
O=c1[nH]c(=S)[nH]c2c1C(c1cc([N+](=O)[O-])c(N3CCOCC3)cc1N1CCOCC1)O2 (centres undefined)	-0.1	0	-9	12	-18	0.3	-2	i	1	2
c1ccn(-c2ncnc3sc4c(c23)CCCC4)c1	-0.7	7	-5	-7	7	0.6	2	i	-2	0
COC(=O)CCC(=O)N1CCC(CCC(=O)NCc2ccc(F)cc2)CC1	0.0	2	-8	-4	5	-1.2	0	i	-5	8
Cc1noc(C)c1C(=O)OCC(=O)c1c(N)n(CC(C)C)c(=O)n(C)c1=O	0.1	-4	-1	8	-1	-2.0	2	i	-3	-2
O=C(Nc1ccon1)c1ccc(S(=O)(=O)N2CCCCCC2)cc1	1.0	4	6	-9	6	-1.9	-3	i	-1	-4
O=C(/C=C/c1ccc(Cl)cc1)N1CCN(c2ccccc2[N+](=O)[O-])CC1	0.0	-12	-13	-3	-2	4.7	-4	i	-4	6
Cc1cc(NC(=O)CSc2ncc(CO)n2Cc2ccc(F)cc2)no1	-0.4	1	-5	-55	-3	-1.1	-1	i	-2	0
O=c1oc([C@@H](O)c2ccccc2)cc2ccccc12	-0.3	-4	4	-2	-5	-0.6	3	i	10	0
N#CC(C(=O)Nc1ccc(Cl)cc1)=C1Nc2ccccc2N1	-0.3	-3	-18	4	0	-0.2	2	i	2	1
Cc1ccc[n+](-c2nc3ccccc3nc2C(=C=[N-])C#N)c1	-0.4&-0.6	-3&-4	-4&-2	-18&-8	-29&-25	2.0&2.8	63*!	+!	-5&-10	3&-1
COc1ccc(OC)c(NC(=O)COC(=O)CC2CCCCC2)c1	-0.3	-2	-10	0	0	0.7	3	i	-5	0
COCCNC(=O)C(c1ccc(C)cc1)N(CCOC)C(=O)CCC(=O)Nc1nccs1 (centres undefined)	-0.4	-3	-5	-3	4	-1.6	4	i	-1	1
CCOc1ccccc1NC1=C(OC)C(=O)C(Nc2ccccc2OCC)=C(OC)C1=O	-0.3	2	-2	11	-13	1.6	-3	i	-1	1
